# Screening data: PubChem BioAssay, Broad Institute
# NIH3T3 HSF-1 reporter – GFP reporter loss versus dox-driven RFP – NIH3T3 R4 cells, cherry-pick, set 3, dose response (AID 493083); 2,400 tested, 4% active; activity change, negative = inhibition, % at the top dose, mostly 19.5 µM; hits show AC50 in µM; NIH3T3 R4 HSF-1 GFP reporter, heat shock, 48 h;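 active means compounds lowering signal whose fitted AC50 is at most ten times the top tested dose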;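 further: 0% = neutral control wells and -100% = didemnin B positive control; many of its hits are not listed in these tables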
# Starred values were filed as active, the others as inactive; i = inactive.
O=C(O)CSCC(=O)Nc1ccc(C2CCCCC2)cc1
- NIH3T3 HSF-1 reporter = -7%

COC(=O)c1cccc(NC(=O)CN2CCN(Cc3ccccc3)CC2)c1
- NIH3T3 HSF-1 reporter = 1%

N=c1c(C(=O)NC2CCCC2)cc2c(=O)n3ccccc3nc2n1Cc1ccccc1
- NIH3T3 HSF-1 reporter = 17%

CCOc1ccccc1OCCOCCOc1c(Cl)cccc1Cl
- NIH3T3 HSF-1 reporter = 5%

Cc1ccc(NC(=O)CCN2C(=O)C3CCCCC3C2=O)cc1[N+](=O)[O-] (centres undefined)
- NIH3T3 HSF-1 reporter = 3%

Cc1cc(C)c2nc(C(F)(F)F)c(C#N)c(N)c2c1
- NIH3T3 HSF-1 reporter = i

COc1ccc(CCNC(=O)CSc2ccc(-c3ccco3)nn2)cc1
- NIH3T3 HSF-1 reporter = -1%

Cc1cccc(NC(=O)C2SC(=Nc3c(C)cccc3C)C(C(=O)N3CCOCC3)=C2N)c1 (centres undefined)
- NIH3T3 HSF-1 reporter = 6%

Cc1cc2cc(CCNC(=O)C(=O)c3c[nH]c4ccccc34)c(=O)[nH]c2cc1C
- NIH3T3 HSF-1 reporter = 3%

Cc1coc(NC(=O)CSc2nc(-c3ccc(Cl)cc3)cc(C(F)(F)F)c2C#N)n1
- NIH3T3 HSF-1 reporter = 6%

O=C(c1ccc(-n2cncn2)c([N+](=O)[O-])c1)N1CCN(S(=O)(=O)c2ccccc2F)CC1
- NIH3T3 HSF-1 reporter = 3%

O=c1c2cccnc2n(-c2ccccc2)n1Cc1c(Cl)cccc1Cl
- NIH3T3 HSF-1 reporter = -6%

COc1ccc2oc(C(=O)OCC(=O)N(C)CC(=O)Nc3ccc(C)cc3)c(C)c2c1
- NIH3T3 HSF-1 reporter = -6%

O=C(O)CN1C(=O)/C(=C\c2ccccc2OCc2ccc(Cl)cc2Cl)SC1=S
- NIH3T3 HSF-1 reporter = 7%

COc1cc(SC)ccc1C(=O)OCC(=O)NC1CCCC1
- NIH3T3 HSF-1 reporter = -2%

Cc1cc(C)n(-c2nc3ccccc3s2)n1
- NIH3T3 HSF-1 reporter = -4%

CC(=O)N(/N=C1\Sc2ccccc2C1=O)c1ccc(C)cc1C
- NIH3T3 HSF-1 reporter = -4%

CC(C)(C)C(=O)/C=C/c1ccc(Oc2ccccc2)cc1
- NIH3T3 HSF-1 reporter = 18%

COc1ccc2[nH]c3c(=O)n(CCCN4CCOCC4)cnc3c2c1
- NIH3T3 HSF-1 reporter = 3%

CC(C)N1CCC(N2CCN(C3CCCC3)CC2CCO)CC1 (centres undefined)
- NIH3T3 HSF-1 reporter = -1%

Cc1cccc2c(C(=O)N3CCN(c4ccccn4)CC3)cc(-c3cccc(Br)c3)nc12
- NIH3T3 HSF-1 reporter = 2%

CCN(CC)S(=O)(=O)c1cc(C(=O)Nc2cc(C)on2)ccc1Cl
- NIH3T3 HSF-1 reporter = 5%

COc1ccc(-n2cc([N+](=O)[O-])c(=O)c3ccc(Cl)cc32)cc1
- NIH3T3 HSF-1 reporter = -4%

O=[N+]([O-])c1cc(CN2CCN(c3ccccc3)CC2)c(O)c2ncccc12
- NIH3T3 HSF-1 reporter = 20%

Cc1ccc2nc(NC(=O)CSCC(=O)OCC(=O)c3ccccc3)sc2c1
- NIH3T3 HSF-1 reporter = -5%

Cc1ccc(NC(=O)COC(=O)Cn2cnc3ccccc32)cc1S(=O)(=O)N(C)C
- NIH3T3 HSF-1 reporter = -7%

CCOC(=O)c1c(S(=O)(=O)N2CCCCC2C)c(C)n(C)c1C (centres undefined)
- NIH3T3 HSF-1 reporter = 4%

CC(/C=N\NC(=O)c1cc(C)oc1C)=C\c1ccccc1
- NIH3T3 HSF-1 reporter = 5%

CCCC[C@@H]1C[C@H]1[C@@H](NC(=O)c1ccco1)c1ccc(Cl)cc1
- NIH3T3 HSF-1 reporter = 4%

Cc1ccc(C(=O)NCCn2cc(SCC(=O)N3CCOCC3)c3ccccc32)cc1
- NIH3T3 HSF-1 reporter = -5%

CCOC(=O)CNC(=O)CSc1nnc(C)c(=O)[nH]1
- NIH3T3 HSF-1 reporter = -8%

Cc1ccc(C(=O)Nc2ccccc2C(=O)O)cc1S(=O)(=O)NCc1ccccc1
- NIH3T3 HSF-1 reporter = -5%

CCc1nccn1C(=O)c1cnn2c(C(F)F)cc(-c3ccccc3)nc12
- NIH3T3 HSF-1 reporter = 125%

Cc1noc(C)c1CSCC(=O)Nc1ccc(S(=O)(=O)C(F)F)cc1
- NIH3T3 HSF-1 reporter = 0%

CN1CCN(S(=O)(=O)c2cccc(C(=O)NCCC3=CCCCC3)c2)CC1
- NIH3T3 HSF-1 reporter = -1%

COC(=O)c1ccc(N=NNc2ccc(C(=O)OC)cc2)cc1
- NIH3T3 HSF-1 reporter = 2%

CCOC(=O)c1c(C)[nH]c(C2=NNC(=Nc3cccc(Cl)c3)SC2)c1C
- NIH3T3 HSF-1 reporter = 0%

Cc1cc(S(=O)(=O)N2CCN=C2c2ccccc2)c(C)cc1Cl
- NIH3T3 HSF-1 reporter = 11%

COc1ccc(C(CCN(Cc2ccc(OC)c(OC)c2)C(=O)CCl)c2ccccc2)cc1 (centres undefined)
- NIH3T3 HSF-1 reporter = 86%

O=C1c2ccccc2C(Nc2ccc3c(c2)OCCO3)N1c1ccc(Cl)cn1 (centres undefined)
- NIH3T3 HSF-1 reporter = 10%

# Laid out differently: results already given.
mol,NIH3T3 HSF-1 reporter
Cc1ccc(C(=O)Nc2ccccc2C(=O)O)cc1S(=O)(=O)NCc1ccccc1,-5%
Cc1cc(S(=O)(=O)N2CCN=C2c2ccccc2)c(C)cc1Cl,11%
O=C1c2ccccc2C(Nc2ccc3c(c2)OCCO3)N1c1ccc(Cl)cn1 (centres undefined),10%
CN1CCN(S(=O)(=O)c2cccc(C(=O)NCCC3=CCCCC3)c2)CC1,-1%
CCc1nccn1C(=O)c1cnn2c(C(F)F)cc(-c3ccccc3)nc12,125%
COc1ccc(C(CCN(Cc2ccc(OC)c(OC)c2)C(=O)CCl)c2ccccc2)cc1 (centres undefined),86%

# Further entries:
COc1ccc(/C=C/C(=O)N2CCC(C(N)=O)CC2)cc1S(=O)(=O)N1CCOCC1
- NIH3T3 HSF-1 reporter = -5%

COc1ccccc1NC1=C(Cl)C(=O)N(C2CCCCC2)C1=O
- NIH3T3 HSF-1 reporter = 12%

Cc1cccc(OCC(=O)Nc2cccc(C(=O)NCC(C)C)c2)c1
- NIH3T3 HSF-1 reporter = 3%

COc1ccc(CC(NC(C)=O)C(=O)NC2CCN(C(=O)c3ccc(OC)c(OC)c3)CC2)cc1OC (centres undefined)
- NIH3T3 HSF-1 reporter = -3%

COc1ccccc1/C=C/CN1CCC(Oc2cc(C(=O)NC3CC3)ccc2OC)CC1
- NIH3T3 HSF-1 reporter = 8%

COc1cccc(NC(=O)Cn2c(=O)oc3cc(S(=O)(=O)N4CCCC4)ccc32)c1
- NIH3T3 HSF-1 reporter = 10%

O=C(c1ccc(-c2ccccc2)c(F)c1)C1CCCN(C(=O)c2cncs2)C1 (centres undefined)
- NIH3T3 HSF-1 reporter = 39%

COc1cccc(-c2nnc3n2N=C(C(C)(C)C)CS3)c1
- NIH3T3 HSF-1 reporter = i

CC1CCCN(S(=O)(=O)c2ccc(Br)s2)C1 (centres undefined)
- NIH3T3 HSF-1 reporter = 2%

CC12CCC(C/C1=N\N=C1\NC(=O)/C(=C\c3ccc(Cl)cc3)S1)C2(C)C (centres undefined)
- NIH3T3 HSF-1 reporter = 2.4µM*

Oc1ccc2ccccc2c1N=Nc1ccccn1
- NIH3T3 HSF-1 reporter = -4%

O=C(Nc1cccc(F)c1)c1cc(-c2ccco2)nc2ccccc12
- NIH3T3 HSF-1 reporter = -3%

CCCC1c2ccc(C)n2CCN1C(=O)Nc1ccc(F)cc1 (centres undefined)
- NIH3T3 HSF-1 reporter = 22%

S=C1Cc2ccccc2N1
- NIH3T3 HSF-1 reporter = 12µM*

C=CCn1c(SCC(=O)N2CCc3ccccc3C2)nc2sc(C)c(C)c2c1=O
- NIH3T3 HSF-1 reporter = 48%

CCN(CC)S(=O)(=O)c1ccc2c(c1)c(=O)c(C(=O)NCc1ccco1)cn2C
- NIH3T3 HSF-1 reporter = 2%

Cc1ccc(NC(=O)CN2C(=O)NC3(CCCC3)C2=O)c(Cl)c1
- NIH3T3 HSF-1 reporter = -7%

CC(C)CCc1c(O)nc(SCC(=O)N2CCCCCC2)[nH]c1=O
- NIH3T3 HSF-1 reporter = -1%

CCN(CC(=O)N1CCCC1)S(=O)(=O)c1ccc(F)cc1
- NIH3T3 HSF-1 reporter = -5%

CCOC(=O)N1CCN(C(=O)c2ccc(CS(=O)(=O)c3c(Cl)cccc3Cl)o2)CC1
- NIH3T3 HSF-1 reporter = 6%

# A second format for some results above:
SMILES,NIH3T3 HSF-1 reporter
CCN(CC(=O)N1CCCC1)S(=O)(=O)c1ccc(F)cc1,-5%
CC(C)CCc1c(O)nc(SCC(=O)N2CCCCCC2)[nH]c1=O,-1%
C=CCn1c(SCC(=O)N2CCc3ccccc3C2)nc2sc(C)c(C)c2c1=O,48%
O=C(Nc1cccc(F)c1)c1cc(-c2ccco2)nc2ccccc12,-3%

# Following part
COC(=O)C1=C(CN2CCCc3ccccc32)NC(=O)NC1c1ccc(F)cc1 (centres undefined)
- NIH3T3 HSF-1 reporter = 19%

Cc1nc(SCC(=O)Nc2nc3ccccc3s2)c(C#N)c(C)c1C
- NIH3T3 HSF-1 reporter = 53%

CCOc1cc(/C=N/NC(=O)CN(CCc2ccccc2)S(=O)(=O)c2ccc(NC(C)=O)cc2)ccc1O
- NIH3T3 HSF-1 reporter = 8%

CC(=O)N/C(=N\c1nc(C)cc(C)n1)Nc1ccc2ccccc2c1
- NIH3T3 HSF-1 reporter = -1%

Cc1ccc(C(=O)Nc2sc(C)c(-c3ccccc3)c2C(N)=O)cc1[N+](=O)[O-]
- NIH3T3 HSF-1 reporter = 9%

CCCSc1nnc(CNS(=O)(=O)c2ccc(C)cc2)n1C
- NIH3T3 HSF-1 reporter = -13%

COc1ccccc1N1CCN(C(=S)Nc2ccc(F)cc2)CC1
- NIH3T3 HSF-1 reporter = 0%

Cc1c(-c2nc(-c3ccc(C(C)(C)C)cc3)no2)n(C)oc1=O
- NIH3T3 HSF-1 reporter = 2%

CCOc1ccc(NC(=S)N(CCc2ccncc2)C(C)C)cc1
- NIH3T3 HSF-1 reporter = -4%

COc1ccc(C(=O)NNC(=S)NC(=O)c2cccs2)cc1
- NIH3T3 HSF-1 reporter = -4%

Cc1cc(C)cc(OCC(O)CN2CC(C)OC(C)C2)c1 (centres undefined)
- NIH3T3 HSF-1 reporter = -8%

Cc1cc(C(=O)CN2CCC(C)CC2)c(C)n1-c1ccccc1F
- NIH3T3 HSF-1 reporter = 17%

O=c1[nH]c2ccccc2n2cnnc12
- NIH3T3 HSF-1 reporter = -7%

CC(C)NC(=O)N(O)C1N(Cc2ccc3c(c2)OCO3)C(=S)SC1(C)C (centres undefined)
- NIH3T3 HSF-1 reporter = -8%

NNC(=O)CNC(=O)CNS(=O)(=O)c1ccccc1
- NIH3T3 HSF-1 reporter = -5%

COc1ccc(-c2nsc3c(N4CCCCC4C)ncnc23)cc1 (centres undefined)
- NIH3T3 HSF-1 reporter = 4%

CCCC(NC(=O)COc1cc2c(c3oc(=O)cc(C)c13)CCC(C)(C)O2)C(=O)O (centres undefined)
- NIH3T3 HSF-1 reporter = 4%

O=C(O)CCN1Cc2ccccc2C1=O
- NIH3T3 HSF-1 reporter = 1%

CCc1ccc(C(=O)COC(=O)CNC(=O)c2cccs2)cc1
- NIH3T3 HSF-1 reporter = -9%

CC(C)(C)c1ccc(C(=O)NCCOc2ccccc2F)cc1
- NIH3T3 HSF-1 reporter = 8%

CC(C)c1nc(SCc2c(F)cccc2Cl)c2c(=O)n(C)c(=O)n(C)c2n1
- NIH3T3 HSF-1 reporter = 3%

CCc1nnc(NC(=O)CSc2nc(C)c3c(c2C#N)CCCC3)s1
- NIH3T3 HSF-1 reporter = 6%

# Marked active in NIH3T3 HSF-1 reporter, among the entries above:
CC12CCC(C/C1=N\N=C1\NC(=O)/C(=C\c3ccc(Cl)cc3)S1)C2(C)C (centres undefined)
- NIH3T3 HSF-1 reporter = 2.4µM*

S=C1Cc2ccccc2N1
- NIH3T3 HSF-1 reporter = 12µM*

# These rows are one share of the data; the hit share may differ from the screen's.
